Compound activity deposited in PubChem by Emory University Molecular Libraries Screening Center.
EP2 antag: blocks the human prostaglandin E2 receptor EP2; 260,000 compounds, 0.52% hits; AID 1422; P43116; inhibition, % at 25 µM; C6 glioma cells expressing human EP2, cAMP TR-FRET; cells stimulated with saturating PGE2;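 active = percent inhibition above 40 after rounding to a whole number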;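 note: rat C6 glioma host cells with rolipram phosphodiesterase inhibitor present; the protocol text gives 20 µM as final concentration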
Target sequence (P43116 whole entry, looked up): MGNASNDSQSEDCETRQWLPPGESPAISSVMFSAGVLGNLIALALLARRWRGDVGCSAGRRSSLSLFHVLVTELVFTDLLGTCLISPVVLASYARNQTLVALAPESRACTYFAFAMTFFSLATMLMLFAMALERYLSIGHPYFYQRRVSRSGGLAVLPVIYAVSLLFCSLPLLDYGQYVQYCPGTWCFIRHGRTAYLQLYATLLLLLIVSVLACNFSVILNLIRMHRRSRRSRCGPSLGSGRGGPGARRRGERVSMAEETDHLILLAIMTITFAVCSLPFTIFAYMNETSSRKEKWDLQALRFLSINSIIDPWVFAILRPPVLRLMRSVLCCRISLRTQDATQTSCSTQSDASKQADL
* marks the source's active call; other numbers are inactive results. Not all compounds are listed. The share of hits here may be higher or lower than overall.

| canonical_smiles | EP2 antag |
| --- | --- |
| CCCC(c1nnnn1C(C)(C)CC)N(Cc1ccccc1)Cc1cc2cc(C)cc(C)c2[nH]c1=O (configuration not stated) | 9 |
| NS(=O)(=O)c1ccc(NCc2nc3ccccc3[nH]2)cc1 | 14 |
| C=C(C)Cn1c(NCCCOCC)nc2c1c(=O)n(C)c(=O)n2C | 13 |
| Cc1cccc(C(=O)N2CCCC(c3nc(-c4ccc(C)o4)no3)C2)c1 (configuration not stated) | 14 |
| CN(C)c1ccc(C(=C2C=CC(=[N+](C)C)C=C2)c2c(O)c(S(=O)(=O)O)cc3cc(S(=O)(=O)O)ccc23)cc1 | 30 |
| COc1c(S(=O)(=O)N2CCCCCC2)ccc(Cl)c1Cl | 12 |
| COc1ccc(NC(=O)CSc2nc(-c3ccccc3)cc(C(F)(F)F)n2)c(OC)c1 | 4 |
| CCOC(=O)c1cccc(NC(=O)CSc2nc3cc4c(cc3cc2C#N)OCO4)c1 | 28 |
| Cc1ccc2cc(CN(CC3CCCO3)C(=O)Nc3ccccc3Cl)c(=O)[nH]c2c1C (configuration not stated) | 8 |
| CCCc1[nH]nc2c1C(c1cc(Cl)cc(Cl)c1OC)C(C#N)=C(N)O2 (configuration not stated) | 15 |
| Cn1c(=O)c2cc(S(=O)(=O)NC3(c4ccc(F)cc4)CC3)ccc2n(C)c1=O | 9 |
| COc1ccc2nc3sc(C(=O)N4c5ccccc5CC4C)c(N)c3cc2c1 (configuration not stated) | 22 |
| O=C(Nc1ccccc1O)c1ccccn1 | 3 |
| COc1ccc(CNC(=O)CCSc2nc(-c3ccco3)cc(C(F)(F)F)n2)cc1OC | 12 |
| CCC(C)(C)n1nnnc1C(c1ccccc1)N1CCN(C)CC1 (configuration not stated) | 11 |
| O=C(COc1ncnc2ccccc12)NC(c1ccccc1)c1cccnc1 (configuration not stated) | 4 |
| O=C(Cn1c(-c2cccs2)cc2cccnc21)N1CCCC1 | 12 |
| COc1ccc(Cc2nnc(SCC(=O)N3c4ccccc4Sc4ccccc43)o2)cc1 | 5 |
| CC(=O)Nc1nnc(-c2ccccc2Cl)s1 | 8 |
| CCn1nc(Cc2cccc3ccccc23)c(C#N)c1N | 10 |
| [O-][n+]1c(CN2CCCCC2)nc2cccc3c2c1-c1ccccc1-3 | 12 |
| CCN1CCN(CCC(=O)Nc2ccc(Cl)cc2)CC1 | 11 |
| COc1ccc(C(=O)Nc2cccc(-c3nn4c(C)nnc4s3)c2)cc1OC | 8 |
| CCn1c(COc2ccc(Br)cc2)nnc1SCC(=O)N1CCCc2ccccc21 | 12 |
| COc1cccc(N(C(=O)Cc2cccs2)C(C(=O)NC2CCCC2)c2ccncc2)c1 (configuration not stated) | 10 |
| COc1ccccc1C1C(C(C)=O)=C(O)C(=O)N1CCNCCO (configuration not stated) | 15 |
| COc1ccc(NC(=O)CSc2nnc3c4c(C)c(C)sc4nc(C(C)C)n23)c(OC)c1 | 6 |
| Cc1cc(C)c2cc(CN(CCc3ccccc3)Cc3nnnn3CC3CCCO3)c(=O)[nH]c2c1 (configuration not stated) | 21 |
| COc1ccc(-c2ccc3c(n2)sc2c(O)cc(=O)[nH]c23)cc1OC | 17 |
| COc1c2c(cc3occ(-c4ccc5c(c4)OCO5)c(=O)c13)OC(C)(C)C=C2 | 8 |

4 entries from above, set out differently:
> COc1ccc(Cc2nnc(SCC(=O)N3c4ccccc4Sc4ccccc43)o2)cc1
  EP2 antag = 5

> CC(=O)Nc1nnc(-c2ccccc2Cl)s1
  EP2 antag = 8

> CCn1nc(Cc2cccc3ccccc23)c(C#N)c1N
  EP2 antag = 10

> [O-][n+]1c(CN2CCCCC2)nc2cccc3c2c1-c1ccccc1-3
  EP2 antag = 12

Remaining list, next part:
| canonical_smiles | EP2 antag |
| --- | --- |
| CCNC(=S)N(CCO)Cc1cc2ccc(OC)cc2[nH]c1=O | 13 |
| Cc1cc(C)nc(N2CCC(C(=O)Nc3ccc(C(F)(F)F)cc3)CC2)n1 | 12 |
| N[C@@H](CSc1nc2ccccn2c1[N+](=O)[O-])C(=O)O | 7 |
| COc1ccc(C2(NCc3ccc(OCC(=O)N4CCCC4)cc3)CC2)cc1 | 9 |
| Cc1cccc2cc(CN(Cc3nnnn3CC3CCCO3)C3CCCCC3)c(=O)[nH]c12 (configuration not stated) | 9 |
| CCOc1ccccc1-n1c(SCC(N)=O)nnc1-c1ccc(OC)c(OC)c1 | 4 |
| O=C1N=C2CCCCC2C(c2ccccc2)N1 (configuration not stated) | 9 |
| Cc1cc(NC(=O)c2cccs2)ncc1NC(=O)C(C)(C)C | 12 |
| C[C@]12CCC(=O)C=C1CC[C@H]1[C@H]2C(=O)C[C@]2(C)C(CC(=O)O)=CC[C@@H]12 | 9 |
| O=C(CCSc1nc(-c2ccc3c(c2)OCO3)cc(C(F)(F)F)n1)NCc1cccs1 | 14 |
| O=[N+]([O-])c1ccc(Sc2nc3c(c(C(F)(F)F)n2)CCCC3)nc1 | 7 |
| Cc1ccc(-c2nnc(SCC(=O)NCc3ccc4c(c3)OCO4)o2)cc1 | 6 |
| Cc1ccccc1NC(=O)CSc1nnc2cc(C)c3ccccc3n12 | 8 |
| CC(=O)N1N=C(c2cccc(NS(C)(=O)=O)c2)CC1c1ccc2c(c1)OCO2 (configuration not stated) | 10 |
| CCC1CCCCN1S(=O)(=O)c1ccc(S(=O)(=O)N2CCCC2)cc1 (configuration not stated) | 23 |
| CCC(=O)c1cn(CC(=O)NCCOC)c2ccccc12 | 19 |
| CN(C)Cc1cc(C(C)(C)C)ccc1-c1ccc(C(C)(C)C)cc1CN(C)C | 50* |
| CNC(C)[C@@H]1CC[C@@H](N)[C@@H](OC2[C@@H](N)C[C@@H](N)[C@H](OC3OC[C@](C)(O)[C@H](NC)[C@H]3O)[C@H]2O)O1 (some centres not stated) | 9 |
| Cc1nn(C(=O)c2nn(C)cc2I)c(C)c1Cl | 9 |
| Cc1ccc2cc(CN(Cc3ccccc3)S(=O)(=O)c3ccc(Br)cc3)c(=O)[nH]c2c1 | 13 |
| CC(=O)c1ccc(NC(=O)CSc2nnc(-c3ccoc3C)n2CC2CCCO2)cc1 (configuration not stated) | 11 |
| Cc1ccc2cc(CN(Cc3ccccc3)C(=O)NC3CCCCC3)c(=O)[nH]c2c1 | 17 |
| COc1ccc2c(c1)NC1(CCN(C(=O)CCn3ncc4ccccc43)CC1)c1cccn1-2 | 10 |
| Cc1ccc2cc(CN(Cc3ccco3)C(=S)NCc3ccco3)c(=O)[nH]c2c1 | 6 |
| Cc1ccccc1NC(=O)C(C)Sc1nnc(-c2ccncc2)n1CC1CCCO1 (configuration not stated) | 9 |
| CCCn1c(=O)c(C(=O)Nc2cccc(F)c2)c(O)c2ccccc21 | 6 |
| CCOc1ccc(NC(=O)CSc2ncnc3sc4c(c23)CCCC4)cc1 | 17 |
| CCCn1c(=O)/c(=C2/C=Cc3ccccc3N2CC)s/c1=C1/SC(=S)N(N)C1=O | 8 |
| O=S(=O)(c1ccccc1Br)N1CCC(c2nc3ccccc3s2)CC1 | 16 |
| COc1cccc(C2(NC(=O)c3cccc(-n4cnnn4)c3)CCCC2)c1 | 6 |
| O=C(Nc1ccccc1Cl)N(CCN1CCCC1)Cc1cc2cc3c(cc2[nH]c1=O)OCO3 | 8 |
| COc1cccc(SCc2noc(C(=O)NCCN(C)C)c2C(=O)NCCN(C)C)c1 | 17 |
| Cc1cc2cc3c(cc2n2c(SCC(=O)Nc4ccc(F)c(Cl)c4)nnc12)OCCO3 | 11 |
| O=C(CN(Cc1ccc2c(c1)OCO2)C(=O)Cn1nnc(-c2ccc(F)cc2)n1)NC1CCCC1 | 20 |
| Cn1c(=O)n(C)c2cc(S(=O)(=O)Nc3ccccc3C(=O)O)ccc21 | 11 |
| CCN1C(=O)N[C@@H](c2cccs2)C(C(=O)OC)=C1C | 8 |
| Cc1ccc(C)c2[nH]c(=O)c(CN(CCCO)S(=O)(=O)c3ccc(C(C)(C)C)cc3)cc12 | 9 |
| COc1ccc(NC(=O)CN2C(=O)C3CCCCN3C(=O)c3ccccc32)cc1 (configuration not stated) | 5 |
| COc1cccc(C2=CC(=O)CC(C)(C)C2)n1 | 13 |
| CCN(CC)C(=O)C(=O)NCc1ccc2c(c1)OCO2 | 9 |
| Cc1cc2c(cc(C(=O)OC(C(=O)NC3CCCC3)c3ccccn3)n2C)s1 (configuration not stated) | 14 |
| CCOc1cccc(C2C(C(=O)c3ccco3)=C(O)C(=O)N2CCN2CCOCC2)c1 (configuration not stated) | 8 |
| Cc1ccccc1/C=C\c1nc(O)c([N+](=O)[O-])c(=O)[nH]1 | 8 |
| COc1ccc(C(=O)c2ccccc2)c(O)c1O | 8 |
| O=C(CSc1nc(-c2ccccc2)nc2ccc(Cl)cc12)NCc1cccs1 | 11 |
| CCOc1ccc(-c2nnn(CC(=O)Nc3ccc(C(C)=O)cc3)n2)cc1OCC | 10 |
| CCC(c1nnnn1C1CCCC1)N(Cc1cc2cc(C)cc(C)c2[nH]c1=O)C1CCCCC1 (configuration not stated) | 8 |
| Cc1c(C(=O)NCc2noc(-c3ccccc3)n2)oc2c(C)cccc12 | 6 |
| Cc1nc2sccn2c1CN(CCCn1ccnc1)Cc1ccccc1Cl | 7 |
| O=C(CCCCl)Nc1nc(-c2ccccc2)cs1 | 3 |
| Cc1c(Cl)ccc(S(=O)(=O)Nc2ccncc2)c1Cl | 8 |
| O=S(=O)(c1ccc(S(=O)(=O)N2CCCC2)cc1)N1CCCCC1 | 10 |
| COCc1nnc(NC(=O)CCCOc2ccccc2C)s1 | 8 |
| O=C(COc1ccc(Cl)cc1)NNC(=O)CSc1nnc2c(n1)[nH]c1ccccc12 | 21 |
| COc1ccc(/C=C/C(=O)NC(=S)Nc2ccc(S(=O)(=O)Nc3cc(C)on3)cc2)cc1 | 45* |
| CCn1c(NN)nc2c1c(=O)n(C)c(=O)n2C | 12 |
| COc1ccc2c(c1)cc(C)c1nn(CC(=O)NC(C)(C)C)c(=O)n12 | 5 |
| CC(C)=CCc1c(O)cc(C)oc1=O | 8 |
| Cc1ccc(CN(CCCn2ccnc2)Cc2cccs2)s1 | 6 |
| O=C(CCN1C(=O)/C(=C/c2cccs2)SC1=S)NNC(=O)c1ccncc1 | 12 |

Looked up by structure from the entries so far (three):
| canonical_smiles | EP2 antag |
| --- | --- |
| Cc1ccc2cc(CN(Cc3ccccc3)C(=O)NC3CCCCC3)c(=O)[nH]c2c1 | 17 |
| Cc1cc(C)nc(N2CCC(C(=O)Nc3ccc(C(F)(F)F)cc3)CC2)n1 | 12 |
| CCOc1cccc(C2C(C(=O)c3ccco3)=C(O)C(=O)N2CCN2CCOCC2)c1 (configuration not stated) | 8 |

Some of the entries so far, as labelled records:
COc1ccc2nc3sc(C(=O)N4c5ccccc5CC4C)c(N)c3cc2c1 (configuration not stated)
  EP2 antag: 22

O=C(Nc1ccccc1O)c1ccccn1
  EP2 antag: 3

Later entries
| canonical_smiles | EP2 antag |
| --- | --- |
| Cn1c(SCC(=O)NCc2ccccc2)nnc1-c1ccncc1 | 8 |
| CCn1c(COc2ccccc2OC)nnc1SCC(=O)Nc1ccccc1F | 7 |
| Nc1ccn(C2O[C@H](CO)[C@@H](O)[C@H]2O)c(=O)n1 (some centres not stated) | 15 |
| Cc1ccccc1NC(=O)CSc1nc2sc3c(c2c(=O)[nH]1)CCCC3 | 10 |
| CCn1c(C)[n+](CC(O)COc2ccc(Cl)cc2)c2ccccc21 (configuration not stated) | 8 |
| COc1ccc(C2(NC(=O)Cc3nc4nc(C)cc(=O)n4[nH]3)CCCCC2)cc1 | 20 |
| COc1ccc(OCC(=O)Nc2ccccc2N2CCN(S(C)(=O)=O)CC2)cc1 | 12 |
| Cc1cc(C)cc(NC(=O)Cn2cc(C(=O)C3CC3)c3ccccc32)c1 | 12 |
| COc1ccc(N2C(S)=C(C#N)C(=O)NC2c2cc(OC)ccc2OC)cc1 (configuration not stated) | 9 |
| C[C@@]12CC[C@@H]3[C@H](CC=C4C[C@@H](O)CC[C@@]43C)[C@H]1CC[C@H]2N(CCO)CCO | 49* |
| COc1cc(C2C(C#N)=C(N)Oc3c2cc(Cl)c2ccccc32)cc(Br)c1O (configuration not stated) | 9 |
| COc1ccc(C(c2nnnn2C(C)(C)C)N2CCN(c3ccc(OC)cc3)CC2)cc1 (configuration not stated) | 11 |
| CN1CCC(CN(C)Cc2ccc3cccc(Cl)c3n2)C1 (configuration not stated) | 2 |
| Cc1ccc(Cn2c(SCCC(=O)O)nc3c2c(=O)n(C)c(=O)n3C)cc1 | 12 |
| COC(=O)CCCCCN1C(=O)NC(C2CC2)C(C(=O)OCc2ccccc2)=C1C (configuration not stated) | 5 |
| COc1cc(C(=O)NC(=S)Nc2ccccn2)cc(OC)c1OC | 7 |
| COc1ccc(OC)c(C2SCCN2S(=O)(=O)c2ccc(NC(C)=O)cc2)c1 (configuration not stated) | 23 |
| Cc1ccc(C)c2[nH]c(=O)c(C(c3nnnn3C3CCCC3)N3CCc4ccccc4C3)cc12 (configuration not stated) | 7 |
| C=CCNC(=O)CCSc1nc(-c2ccc(OC)cc2)cc(C(F)(F)F)n1 | 21 |
| O=c1c(Cl)c(N2CCN(CCO)CC2)cnn1-c1ccccc1 | 12 |
| Cc1ccccc1C1C2=C(CCCC2=O)NC2=C1C(=O)CCC2 | 12 |
| COc1ccccc1-n1nnnc1SCC(=O)Nc1ccccc1Cl | 6 |
| CC(C)c1ccc2c(c1)CC[C@@H]1[C@](C)(CN)CCC[C@@]21C | 90* |
| Cc1ccc(CN(Cc2cncn2C)C2CC(C)(C)NC(C)(C)C2)o1 | 4 |
| CCCc1cc(C(=O)N2CCN(S(=O)(=O)c3ccc(F)c(F)c3)CC2)n[nH]1 | 7 |
| COC(=O)c1ccc(Cn2nc([N+](=O)[O-])c(Cl)c2C)o1 | 4 |
| CN(C)S(=O)(=O)c1ccc(S(=O)(=O)N2CCN(c3ccccc3F)CC2)cc1 | 15 |
| NS(=O)(=O)c1ccc(NC(=O)c2ccccc2C(=O)N2CCOCC2)cc1 | 9 |
